# Screening results from PubChem BioAssay.
# CAL-PDZ inh HTS – inhibitors of human CAL PDZ peptide binding. Q9HD26. purified CAL PDZ, TMR-peptide fluorescence polarization, 1 h. inhibition, % at 24.9 µM. actives 0.92% (n = 300,000). AID 602252;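 active means mean inhibition of at least 30% with at least half of replicates also reaching 30%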;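 further: 0% = DMSO neutral control and 100% = excess unlabeled competitor peptide PRC23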
# Keap1 Nrf2 FP – inhibitors of human Keap1-Nrf2 protein-protein interaction; actives 0.15% (n = 340,000); AID 504523; inhibition, % at 9.4 µM; Q14145; Keap1 Kelch-Nrf2 peptide fluorescence polarization, 1536-well; in the data active means inhibition above about 12%;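 further: human Keap1 Kelch domain with fluorescein labeled Nrf2 9mer peptide probe; 0% = neutral control wells and 100% = peptide positive control; higher means more block of Keap1 binding to Nrf2 peptide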
# Target sequence (Q14145 whole entry, looked up, the tested form may be a part): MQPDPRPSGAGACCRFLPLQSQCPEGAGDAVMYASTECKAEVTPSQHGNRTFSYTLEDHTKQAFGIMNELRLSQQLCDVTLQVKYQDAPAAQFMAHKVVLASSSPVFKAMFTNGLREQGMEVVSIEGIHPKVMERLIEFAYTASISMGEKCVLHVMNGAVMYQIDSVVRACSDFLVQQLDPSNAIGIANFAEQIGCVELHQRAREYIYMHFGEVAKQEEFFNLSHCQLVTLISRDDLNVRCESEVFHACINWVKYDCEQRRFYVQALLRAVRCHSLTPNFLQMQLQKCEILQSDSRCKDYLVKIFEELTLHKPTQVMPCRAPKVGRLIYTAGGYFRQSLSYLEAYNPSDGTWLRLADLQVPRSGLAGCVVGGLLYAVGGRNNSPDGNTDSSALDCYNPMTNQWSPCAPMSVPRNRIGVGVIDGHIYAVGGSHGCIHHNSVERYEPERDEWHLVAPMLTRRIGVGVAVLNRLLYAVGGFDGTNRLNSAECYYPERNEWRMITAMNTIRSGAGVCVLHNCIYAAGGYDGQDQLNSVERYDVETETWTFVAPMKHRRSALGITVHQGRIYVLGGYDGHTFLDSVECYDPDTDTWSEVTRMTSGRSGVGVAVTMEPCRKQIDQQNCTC
# HTR5A ag ctr – counter-screen for OPRM1-OPRD1 agonists: human HTR5A agonism; actives 0.61% (n = 340,000); AID 504692; HTR5A agonist assay, luminescence, cell-based; activation, % at 9.3 µM; in the data active means activation mostly above about 9.5%, no sharp cut-off; inactive means mostly below about 7.6%;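 further: 0% = cells with vehicle only and 100% = reference agonist; strong numbers were not always called active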
# Target sequence (P47898 whole entry, looked up): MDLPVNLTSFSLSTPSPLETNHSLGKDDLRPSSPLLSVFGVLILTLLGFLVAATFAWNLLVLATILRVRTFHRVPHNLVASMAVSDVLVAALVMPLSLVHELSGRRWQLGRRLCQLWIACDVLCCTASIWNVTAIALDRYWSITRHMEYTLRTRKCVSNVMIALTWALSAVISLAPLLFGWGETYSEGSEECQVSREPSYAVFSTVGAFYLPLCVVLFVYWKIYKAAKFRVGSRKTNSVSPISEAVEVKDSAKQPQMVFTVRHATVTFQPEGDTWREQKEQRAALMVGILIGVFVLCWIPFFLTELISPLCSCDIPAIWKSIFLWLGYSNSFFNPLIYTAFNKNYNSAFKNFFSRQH
# MOR-DOR inv ag – inverse agonist of human OPRM1-OPRD1 heterodimerization; actives 0.21% (n = 340,000); P35372+P41143; inhibition, % at 9.3 µM; cell-based MOR-DOR heterodimer luminescence, inverse agonism; in the data active means inhibition above about 22%, passing the limit was not always enough;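 further: 0% = cells with DMSO and 100% = wells without cells with DMSO; values of inactives mirror those of a sister screen read the other way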
# V-ATPase pHluor – regulators of yeast V-ATPase proton transport | S. cerevisiae, pHLuorin cytosolic pH fluorescence | response, % at 10 µM | actives 0.37% (n = 350,000); in the data active means response mostly above about 7.3%, no sharp cut-off; inactive means mostly below about 5.4%; further: actives read high; inactives centre near 0; some compounds called inactive have numbers as strong as hits; reference of the scale not given here
# RTF Ca sens inh – cardiac RTF calcium desensitization; inhibition, % at 7.15 µM; IANBD-labeled cardiac RTF, Ca2+ fluorescence; P19429+P45379; actives 0.12% (n = 340,000);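 active means inhibition above the mean inhibition of all tested compounds plus 3 SD, cut at about 17% in these data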;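 further: assay run at fixed EC70 calcium of 1.6 mM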
# cardiac RTF act – increases calcium sensitivity of human cardiac regulated thin filaments | P19429+P45379 | IANBD-labeled TnC RTF fluorescence at EC20 calcium; 0% EC20 calcium, 100% full calcium | activation, % at 7.2 µM | actives 0.24% (n = 340,000) | AID 493008;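 active means activation above the mean over all tested compounds plus 3 SD, cut at about 30% in these data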;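 further: rise in fluorescence read as greater calcium sensitivity of cardiac thin filaments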
# HTR5A inv ctr – counter-screen for OPRM1-OPRD1 inverse agonists: human HTR5A inverse agonism. inhibition, % at 9.3 µM. HTR5A cell line, luminescence. actives 0.083% (n = 340,000). AID 504634; in the data active means inhibition mostly above about 23%, no sharp cut-off; inactive means mostly below about 18%;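 further: 0% = cells with DMSO and 100% = no-cell wells with DMSO; some compounds called inactive have numbers as strong as hits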
# LANA DNA inh – blocks KSHV LANA C-terminal domain binding to DNA. MBP-C-LANA/FAM-LBS DNA binding, fluorescence polarization. inhibition, % at 9 µM. actives 0.078% (n = 340,000);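 active means highest replicate inhibition at or above 60% at 9 µM, even if other replicates fall short; inactive means all replicates below 60% inhibition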;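 further: 0% = neutral control wells and 100% = 4 µM acridine orange control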
# OPRM1-OPRD1 ag – agonists of human mu-delta opioid receptor heterodimerization. P35372+P41143. cells, OPRM1-OPRD1 heterodimerization, luminescence. activation, % at 9.3 µM. actives 0.3% (n = 340,000). AID 504326; in the data active means activation above about 18%;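 further: 0% = vehicle-treated cells and 100% = reference agonist; values of inactives mirror those of a sister screen read the other way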
# * marks the source's active call; other numbers are inactive results; nt = no result given. An unsorted share of the library; any-hit rate near 2.8%.
SMILES,CAL-PDZ inh HTS,Keap1 Nrf2 FP,HTR5A ag ctr,MOR-DOR inv ag,V-ATPase pHluor,RTF Ca sens inh,cardiac RTF act,HTR5A inv ctr,LANA DNA inh,OPRM1-OPRD1 ag
O=C(Nc1ccc(Cc2ccncc2)cc1)c1ccc(Cl)c([N+](=O)[O-])c1,nt,-1,-3,-16,1,-5,-4,-16,0.2,3.8
O=C(Cn1ccc(NC(=O)OCc2ccccc2)nc1=O)NCCCN1CCCC1=O,-2,-2,0,-5,-5,4,-11,-3,-3.0,0.9
CCOC(=O)C(NC(=O)c1ccc(Cl)cc1Cl)(Nc1ccc(C)cc1)C(F)(F)F (configuration not stated),-1,-3,2,5,-5,9,-1,-10,1.1,-0.8
O=C1/C(=C/c2ccco2)SC(=S)N1CC1CCCO1 (configuration not stated),-3,-5,nt,nt,0,nt,nt,nt,3.8,nt
C=CCNC(=O)c1ccc(CSc2nc3ccccc3s2)cc1,-1,3,3,7,4,3,-8,8,0.6,-1.3
CN(C)c1nc(N/N=C/c2ccccc2O)nc(Nc2ccc(F)cc2)n1,3,4,-6,-20,2,-2,3,17,1.3,3.9
COc1ccc(NC(=O)c2ccc(C)cc2)c(OC)c1,-2,0,-1,-3,0,3,-4,9,0.1,0.5
CN(CC(=O)Nc1ccc(OC(F)(F)F)cc1)C1CCCCC1,-16,-1,0,-15,-5,5,12,0,3.1,2.8
COP(=O)(/C=C/c1ccccc1)C(O)c1ccc(F)cc1 (configuration not stated),1,-5,2,17,2,-40,-2,-8,-1.0,-3.1
CCOc1cc(C2c3c(n[nH]c3C)C(=O)N2c2ccc(Br)cc2)ccc1O (configuration not stated),-4,-4,-1,-1,-4,5,1,15,-0.3,0.2
COc1cccc(C(=O)Nc2ccc(N3CCCC3)cc2)c1,-8,4,-5,19,-2,-2,0,12,-1.2,-3.7
CC(C(=O)O)n1cc(C#N)c(=O)[nH]c1=O (configuration not stated),14,1,1,18,4,-3,5,-4,7.3,-3.5
O=C(c1cccnc1)N1CCN(S(=O)(=O)c2cccs2)CC1,-4,3,3,22,5,-6,1,-6,-0.1,-4.3
CCOC(=O)N1CCC(NC(=O)c2ccc3c(c2)N=C(C)c2ccccc2S3)CC1,-2,-9,1,5,3,0,6,-11,1.5,-1.0
Cc1cccc2c(C(=O)O)c3cccc(C)c3nc12,3,-5,1,12,4,3,3,-2,1.9,-2.4
CCN(CC(=O)Nc1c(F)cccc1F)C(=O)/C=C/c1ccc(Br)s1,-1,-1,-4,22,-2,-3,-3,11,-1.5,-4.1
CC1CC(C)CN(C(=O)c2ccc(S(=O)(=O)N3CC(C)CC(C)C3)cc2)C1 (configuration not stated),nt,-2,4,-30,0,2,-3,-2,-0.9,3.6
Cc1ncc(COCc2ccccc2)c(CO)c1OCc1ccccc1,-11,-2,0,-6,3,-7,-6,0,-3.0,1.5
COc1ccc(-c2nc(N)ncc2-c2ccccc2OC)c(O)c1,-8,-2,-1,15,5,-9,0,2,-1.5,-3.3
O=C(CSc1nnc(-c2ccncc2)n1Cc1ccco1)Nc1nccs1,-3,-1,-4,7,-1,-8,4,-9,3.7,-1.2
Cc1ccc(NC(=O)c2ccc(NC(=O)c3ccccc3)cc2)cc1C,-4,-2,13*,-24,0,0,-3,-2,3.8,4.7
Cc1nc(CCNC(=O)Cc2ccccc2)cs1,1,-5,-1,-3,0,-9,0,3,-2.2,0.5
CCOc1ccc(S(=O)(=O)Nc2cccc(C(=O)NCC(c3ccccc3)N(C)C)c2)cc1 (configuration not stated),-1,-5,-5,-313,3,1,1,2,0.1,58*
C=CCn1c(=N)n(CC(=O)c2ccc(Br)cc2)c2ccccc21,-2,-1,4,-1,-1,-4,-9,-15,-3.8,0.2
Cc1cccnc1NC(=O)Cn1nc(-c2ccccc2)oc1=S,nt,-4,0,19,0,9,1,1,1.0,-3.6
CCN(CC(=O)Nc1ccc2c(c1)OCCO2)S(=O)(=O)c1ccc(C)cc1,-2,2,2,11,1,-6,-5,19,-0.2,-2.0
CCC1(C)CC(CC(=O)O)(c2ccccc2OC)CCO1 (configuration not stated),-2,3,4,10,4,-5,-4,-9,-1.3,-2.5
Cc1ccc(C2CC(=O)C(C=NCCN3CCN(C(=S)Nc4ccc(F)cc4)CC3)=C(O)C2)cc1 (configuration not stated),-2,-2,-6,4,1,-6,-5,14,0.2,-0.7
c1cncc(-c2nc(N3CCOCC3)c3ccccc3n2)c1,-3,2,5,6,4,5,2,-18,-1.1,-1.1
C#CCOCCOCCOCCNc1nc(N2CCN(C(=O)[C@H](CCC(=O)O)n3cc(C(N)Cc4ccc(O)cc4)nn3)CC2)nc(N2CCN(C(=O)[C@H](Cc3cc4ccccc4[nH]3)n3cc(C(N)[C@H](C)CC)nn3)CC2)n1 (some centres not stated),-3,-5,21,17,4,-8,-1,-56,0.7,-3.0
Cc1ccc(S(=O)(=O)N2CCC[C@H]2C(=O)NC2CCCCC2)cc1,10,0,-1,7,-1,2,-3,3,-0.8,-1.4
CCOC(=O)c1c(NC(=O)CSc2nc(C)cc(C)c2C#N)sc(C(C)=O)c1C,-1,-3,1,8,2,9,13,1,1.7,-1.4
COc1ccc(C(=O)Nc2ccc(C(=O)Nc3cccnc3)cc2)cc1,8,-4,5,-10,3,-10,-1,-18,-0.6,2.1
COc1cc2c(c(OC)c1OC)-c1ccc(NC(=O)c3ccc(F)cc3)c(=O)cc1[C@@H](NC(C)=O)CC2,-1,-5,11,9,-2,2,-7,-44,-3.6,-1.7
Cc1cc(-c2ccc(C)c(S(=O)(=O)NCC3CCN(Cc4cccc(F)c4)CC3)c2)on1,-5,1,0,-14,-3,-4,1,10,0.8,2.7
COCCn1c(SCC(=O)c2c(N)n(C3CC3)c(=O)[nH]c2=O)nnc1-c1ccc(Cl)cc1,3,2,0,4,0,5,-7,1,-1.5,-1.1
Clc1ccc(-c2csc(-c3ccncc3)n2)cc1,4,0,3,-3,-2,-4,0,-8,0.9,0.7
CC(C)C(NC(=O)c1ccc(C(C)(C)C)cc1)C(=O)NCC1(N(C)C)CCCCC1 (configuration not stated),-6,1,4,12,2,-21,-4,13,1.1,-2.2
Oc1ccc(Cl)cc1CNC1CCCCC1,-4,-2,0,12,-1,-3,0,-2,-0.6,-2.2
COc1ccc(C(=O)Nc2cc(Cl)cc(Cl)c2)c(OC)n1,-5,0,-4,6,1,-20,-3,19,-1.1,-1.0
Clc1ccc(CN2CCc3c([nH]c4ccccc34)C2)cc1Cl,-2,1,14*,-50,-2,4,-3,-52,-1.6,9.7
CCN(CC(=O)Nc1cc(C)c(Cl)cc1OC)CC(=O)NC1CCS(=O)(=O)C1 (configuration not stated),-1,1,-2,3,-1,15,-1,6,-0.1,-0.7
O=C(NNC(=O)c1ccc2c(c1)OCO2)NC1CCCCC1,0,1,5,19,0,-6,0,-12,-0.9,-3.9
COc1ccc(C(c2nnnn2C2CCCCC2)N2CCN(C)CC2)c(OC)c1 (configuration not stated),-2,-2,-2,-6,-2,-8,-4,5,1.2,1.2
O=C1CC[C@@H](CN(Cc2ccccn2)Cc2nc(Cc3cccc(C(F)(F)F)c3)no2)N1,6,-1,5,6,1,1,-1,21,-1.1,-0.8
O=C(N=C1c2ccccc2CN1c1ccccc1)c1cccc([N+](=O)[O-])c1,-4,3,4,1,-1,-6,8,19,-0.4,-0.1
CC(C)(C)NC(=O)c1ccc2c3c(cccc13)CC2,-1,-8,1,10,2,-10,13,-2,-0.2,-2.1
O=C(CSc1nncc2ccccc12)Nc1cccc(O)c1,-1,-2,-2,-3,3,-8,-1,-24,2.9,0.3
COc1cccc2sc(Nc3nc(C)c(C(C)=O)s3)nc12,1,-8,0,14,0,-8,1,-3,1.2,-2.7
COc1ccccc1CNC(=O)CSc1cc(=O)n(C)c2ccccc12,-1,1,-5,10,6,-13,-4,12,-0.5,-1.6

# Quoted from the listing (3 entries):
SMILES,CAL-PDZ inh HTS,Keap1 Nrf2 FP,HTR5A ag ctr,MOR-DOR inv ag,V-ATPase pHluor,RTF Ca sens inh,cardiac RTF act,HTR5A inv ctr,LANA DNA inh,OPRM1-OPRD1 ag
O=C(Nc1ccc(Cc2ccncc2)cc1)c1ccc(Cl)c([N+](=O)[O-])c1,nt,-1,-3,-16,1,-5,-4,-16,0.2,3.8
O=C(Cn1ccc(NC(=O)OCc2ccccc2)nc1=O)NCCCN1CCCC1=O,-2,-2,0,-5,-5,4,-11,-3,-3.0,0.9
CCOC(=O)C(NC(=O)c1ccc(Cl)cc1Cl)(Nc1ccc(C)cc1)C(F)(F)F (configuration not stated),-1,-3,2,5,-5,9,-1,-10,1.1,-0.8

# New compounds follow
SMILES,CAL-PDZ inh HTS,Keap1 Nrf2 FP,HTR5A ag ctr,MOR-DOR inv ag,V-ATPase pHluor,RTF Ca sens inh,cardiac RTF act,HTR5A inv ctr,LANA DNA inh,OPRM1-OPRD1 ag
CN1CCN(S(=O)(=O)c2ccc(Nc3ccc(F)cc3)c([N+](=O)[O-])c2)CC1,9,-3,7,-15,1,4,9,-20,0.6,2.3
COc1ccccc1/C=C/C(=O)c1ccc(Cl)cc1,-2,4,2,-22,5,-9,3,-40,-1.4,4.2
COc1ccc(OCC(=O)NNC(=O)c2ccc(-c3ccccc3)cc2)cc1,1,1,-2,8,-3,3,6,-16,0.8,-1.5
COc1ccccc1N1CCN(C(=O)c2ccc3nc[nH]c3c2)CC1,-5,-3,-6,5,5,-6,2,15,0.3,-0.9
COc1c(CC=C(C)C)cc(C2CC(=O)c3c(O)cc(O)cc3O2)cc1CC=C(C)C (configuration not stated),0,2,7,-58,-2,-3,5,2,0.3,11
C/C(=N/NC(=O)c1cc(C)[nH]n1)c1ccncc1,-2,-2,3,15,0,12,0,-8,0.1,-2.7
CCOc1ccc(NS(=O)(=O)c2ccc(C(=O)NNC(=O)c3ccccc3O)cc2)cc1,-2,-4,-1,4,-2,4,0,7,0.4,-0.7
COc1ccc(/C(N)=N/O)c(OC)c1,nt,-5,6,2,-3,-14,0,5,7.4,-0.5
CCCCN(C(=O)c1ccc(N2CCCC2=O)cc1)c1c(N)n(CC(C)C)c(=O)[nH]c1=O,-3,-5,-1,15,-1,-2,-3,9,1.2,-3.8
C=CCn1c(SCC(=O)Nc2ncc(Cc3ccc(Br)cc3)s2)nnc1-c1ccncc1,-2,-5,6,-5,-3,-2,4,-16,-0.4,0.8
CCOC(=O)C1CCCN(S(=O)(=O)c2ccc(C)cc2)C1 (configuration not stated),-3,2,7,-30,-7,-7,0,-17,-1.3,5.2
Cc1ccc(OCC(=O)N2CCc3ccccc3C2)c([N+](=O)[O-])n1,nt,-4,-2,-1,2,6,6,-5,-0.1,0.2
Cc1ccc(N(CC(=O)NCc2ccc(F)cc2)C(=O)c2csnn2)c(C)c1,-1,-6,1,10,6,-1,-2,-2,17,-2.3
O=C(c1c[nH]c2ccccc12)N1CCN(c2ccccc2)CC1,4,0,6,2,0,6,1,-17,1.2,-0.5
COc1ccc(OC)c(CN2CCN(C(=O)CN3C(=O)NC4(CCCC4)C3=O)CC2)c1,nt,0,2,5,2,2,-4,-6,0.9,-0.7
CCOC(=O)c1nn(-c2cccc(OC)c2)c2nc(CC)c(C#N)c(=O)n12,-1,-4,1,15,2,-19,-7,11,-1.4,-2.9
Cc1ccc(CSCC(=O)NN=C2CCN(C)CC2)cc1,-1,-6,6,-17,4,-7,-2,4,-2.5,2.5
